Screens from PubChem BioAssay.
ERp5 block – blocks human ERp5 reductase activity on insulin; Q15084; ERp5 insulin aggregation, absorbance 650 nm, 90 min; inhibition, % at 9.99 µM; 350,000 tested, 0.05% active;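 active = mean replicate inhibition above about 25%, with every replicate also reaching it, limit read from the data, passing the limit was not always enough; inconclusive = only one of those two criteria met; inactive = neither criterion met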
Target sequence (Q15084 whole entry, looked up): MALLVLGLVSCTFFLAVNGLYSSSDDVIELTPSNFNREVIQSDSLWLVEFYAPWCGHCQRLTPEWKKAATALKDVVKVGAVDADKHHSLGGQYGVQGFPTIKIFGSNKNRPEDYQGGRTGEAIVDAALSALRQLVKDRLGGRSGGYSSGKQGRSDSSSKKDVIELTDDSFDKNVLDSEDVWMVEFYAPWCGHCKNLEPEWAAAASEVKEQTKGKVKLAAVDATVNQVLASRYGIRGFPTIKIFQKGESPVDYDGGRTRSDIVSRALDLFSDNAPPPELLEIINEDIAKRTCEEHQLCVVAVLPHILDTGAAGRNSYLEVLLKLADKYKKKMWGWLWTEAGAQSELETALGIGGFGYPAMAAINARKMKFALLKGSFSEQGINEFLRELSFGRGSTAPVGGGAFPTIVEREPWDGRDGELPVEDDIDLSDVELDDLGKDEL
Xi reactivation – activators of X-chromosome reactivation in mouse fibroblasts | XiGFP mouse fibroblasts, % GFP-positive cells imaging, 3 d; cells co-treated with 5-aza-dC sensitizer; scaled so ellipticine positive control = 100% | activation, % at 7.58 µM | 360,000 tested, 0.055% active | AID 743238;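 active = mean normalized replicate activation at least 10% and every replicate at or above 10%; inconclusive = only one of the two criteria met; inactive = mean below 10% and not all replicates reach 10%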;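 also: 0% = median of on-plate neutral control wells and 100% = ellipticine 6 µM median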
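System: SV40-immortalized XiGFP fibroblast cells, line 68-5-11 / Incubation: 3-day compound exposure, then 15 min fixation at room temperature / Compound: single concentration per compound, delivered by pin transfer / Buffer or medium: DMEM plus 5-aza-dC sensitizer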
INS-1E GSIS act – GLuc luminescence reporter in INS-1E cells, primary screen for activators of glucose-dependent secretion of insulin; INS-1E GLuc reporter insulin secretion, 2-3 h; activation, % at 16.6 µM; 370,000 tested, 0.61% active;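 active = lowest replicate activation of at least 40%, so every replicate reaches that level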;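 also: 0% = median of neutral control wells and 100% = median of IBMX positive control wells; some compounds called inactive have numbers as strong as hits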
EWS-Fli inh – inhibitors of EWS/Fli oncoprotein transcriptional activity; A673 NR0B1-luciferase reporter, viability-normalised; inhibition, % at 12.6 µM; 350,000 tested, 0.67% active; AID 651661;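 active = mean inhibition of at least 50% after viability correction, with every replicate also passing that limit; inconclusive = mean reaches 50% but only one of two replicates passes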;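 also: firefly luciferase signal divided by Alamar Blue viability fluorescence both relative to DMSO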
F508del corr – correctors of CFTR F508del function in bronchial epithelial cells; CFBE cells, YFP halide quenching; stimulated with forskolin plus potentiator P3; % fluorescence drop versus neutral controls; activity (quench increase), % at 7.58 µM; 350,000 tested, 0.36% active; AID 720511;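 active = mean added fluorescence quench of at least 8% versus neutral control, with both replicates also reaching 8%; inconclusive = only one of the mean or replicate conditions met; inactive = mean below 8% and not both replicates reaching 8%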;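 also: cells transiently co-express mutant CFTR-F508del with the halide-sensitive YFP; corrector assay measuring rescue of mutant channel to the surface after 24 h compound exposure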
ARNT TACC3 PPI – ARNT/TACC3 interaction disruption; AlphaScreen His-ARNT PAS-B/GST-TACC3 binding, luminescence; TACC3 fragment carries E629A point mutation; inhibition, % at 9.99 µM; Q9Y6A5; 390,000 tested, 0.66% active;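 active = mean inhibition of replicates at least 50% and at least half of replicates each reaching 50%; inconclusive = half or more replicates reach 50% but mean below 50%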;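 also: 0% = complete ARNT plus TACC3 wells and 100% = ARNT alone without TACC3; many hits fall short of the cut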
PAX8 reporter – lowers PAX8-driven luciferase in RMG-I cells; RMG-I TPO-luciferase reporter, SteadyGlo, 24 h; inhibition, % at 12.6 µM; 360,000 tested, 1.2% active;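 active = mean replicate inhibition at least 60% with every replicate also reaching 60%; inconclusive = only one of the two criteria is met; inactive = mean below 60% and not all replicates reaching 60%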;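 also: luciferase light reporting Pax8 driven TPO promoter activity; plate controls were median of neutral control wells for no effect and mitoxantrone controls for full effect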
DENV2 CPE – DENV2-induced cell death inhibition; DENV2-infected cells, cytopathic effect rescue, plate reader; CPE inhibition, % at 9.99 µM; 350,000 tested, 1.7% active; AID 651640; in the data active = CPE inhibition above about 20%, passing the limit was not always enough; inconclusive = no clear call, values can overlap the other calls; tested in BHK-21 cells;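 also: 0% = median of neutral control wells and 100% = median of positive control wells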
* marks the source's active call; other numbers are inactive results.

What do the screens show for `O=C(C[C@H]1CC[C@@H]2[C@H](COC[C@@H](O)CN2Cc2ccc(Oc3ccccc3)cc2)O1)N1CCOCC1`?
ERp5 block: -4; Xi reactivation: 0.3; INS-1E GSIS act: -3; EWS-Fli inh: 1; F508del corr: -0.1; ARNT TACC3 PPI: -11; PAX8 reporter: -11; DENV2 CPE: -11

What do the screens show for `COCCn1c(SCC(=O)c2c(N)n(C3CC3)c(=O)[nH]c2=O)nc2ccccc21`?
ERp5 block: -7; Xi reactivation: 0.4; INS-1E GSIS act: -1; EWS-Fli inh: 3; F508del corr: -0.5; ARNT TACC3 PPI: 6; PAX8 reporter: 12; DENV2 CPE: -3

How did CCNc1nc(SC)nc(N(C#N)CC(=O)OC)n1 do in these assays?
ERp5 block: -3; INS-1E GSIS act: 5; EWS-Fli inh: 4; F508del corr: 2.3; ARNT TACC3 PPI: 0

What do the screens show for `Cc1ccc(-n2nc3c(c2NC(=O)CC(C)C)CS(=O)(=O)C3)c(C)c1`?
ERp5 block: -2; Xi reactivation: 0.3; INS-1E GSIS act: 12; EWS-Fli inh: -6; F508del corr: -2.5; ARNT TACC3 PPI: 15; PAX8 reporter: 7; DENV2 CPE: -2

What do the screens show for `CCCCN=C1CC(C)(C)CC(=O)/C1=C(/O)CCC`?
ERp5 block: 0; Xi reactivation: 0.0; INS-1E GSIS act: 45; EWS-Fli inh: 1; F508del corr: 0.2; ARNT TACC3 PPI: -2; PAX8 reporter: -14; DENV2 CPE: 7

What do the screens show for `CCc1ccc(C(O)c2ncc(-c3ccccc3C(F)(F)F)[nH]2)cc1` (stereo not drawn)?
ERp5 block: 4; Xi reactivation: -0.1; EWS-Fli inh: -3; F508del corr: -0.2; PAX8 reporter: 14; DENV2 CPE: 1

Results for CC1(c2ccccc2)NC(=O)N(CC(=O)Nc2nc(-c3ccccn3)cs2)C1=O (stereo not drawn) ?
ERp5 block: 3; Xi reactivation: 0.1; INS-1E GSIS act: 3; EWS-Fli inh: 23; F508del corr: 6.8; ARNT TACC3 PPI: 61*; DENV2 CPE: 0

What do the screens show for `CCn1c(C)cc(C(=O)COC(=O)c2cccnc2SC)c1C`?
ERp5 block: -7; Xi reactivation: 0.2; INS-1E GSIS act: 7; EWS-Fli inh: -53; F508del corr: -2.3; ARNT TACC3 PPI: 0; PAX8 reporter: -106; DENV2 CPE: -5

Results for COC(=O)c1ccc(Cn2cnc3c(cnn3-c3ccc(Cl)cc3)c2=O)o1 ?
ERp5 block: 3; Xi reactivation: 0.0; INS-1E GSIS act: -4; EWS-Fli inh: -6; F508del corr: -3.4; ARNT TACC3 PPI: -17; PAX8 reporter: 0

How did CCc1cccc(OCC(O)Cn2c(N3CCCCC3)nc3c2c(=O)[nH]c(=O)n3C)c1 (stereo not drawn) do in these assays?
ERp5 block: 1; Xi reactivation: 0.3; INS-1E GSIS act: -2; EWS-Fli inh: -3; F508del corr: -0.9; ARNT TACC3 PPI: -10; PAX8 reporter: 9; DENV2 CPE: 7

What do the screens show for `C[C@@H](O)C1NC(=O)[C@H](CCCCN)NC(=O)c2cc([N+](=O)[O-])cc(I)c2OCC[C@@H](C(N)=O)NC1=O` (stereo partly drawn)?
ERp5 block: -1; Xi reactivation: 0.2; INS-1E GSIS act: 2; EWS-Fli inh: -3; F508del corr: 2.3; ARNT TACC3 PPI: 3; PAX8 reporter: 11; DENV2 CPE: 10

How did C[C@H]1CN([C@@H](C)CO)C(=O)c2cccc(NC(=O)CCCCCC(=O)Nc3ccccc3N)c2O[C@@H]1CN(C)Cc1ccc(Cl)c(Cl)c1 do in these assays?
ERp5 block: 1; Xi reactivation: 0.5; INS-1E GSIS act: -6; F508del corr: 5.5; PAX8 reporter: 65*; DENV2 CPE: 6

Results for Nc1ccc(SCc2nc3cccc4c3n2CCC4)cc1 ?
ERp5 block: 1; Xi reactivation: 0.0; INS-1E GSIS act: 11; EWS-Fli inh: -46; F508del corr: -1.2; PAX8 reporter: -64; DENV2 CPE: 5

Results for COc1ccc(NC(C)=O)cc1CNC(=O)COc1ccccc1C(=O)Nc1cccc(C)c1C ?
ERp5 block: 1; Xi reactivation: 0.3; INS-1E GSIS act: 3; EWS-Fli inh: 0; F508del corr: -0.2; ARNT TACC3 PPI: 16; PAX8 reporter: 6; DENV2 CPE: 2

What do the screens show for `Cc1nc2ccc(C(=O)N3c4ccccc4N=C(c4ccc(C(F)(F)F)cc4)C3C(=O)NC(C)(C)C)cc2[nH]1` (stereo not drawn)?
ERp5 block: 0; Xi reactivation: -0.1; INS-1E GSIS act: 9; EWS-Fli inh: -32; F508del corr: 1.2; PAX8 reporter: -36; DENV2 CPE: 37*

Results for Cc1ccc(-c2ccc([C@@H]3[C@H](CO)N4CCCCN(C(=O)c5ccc(F)cc5)C[C@@H]34)cc2)cc1 ?
ERp5 block: -4; Xi reactivation: 0.1; INS-1E GSIS act: -11; EWS-Fli inh: 3; F508del corr: -1.8; ARNT TACC3 PPI: 7; PAX8 reporter: 72*; DENV2 CPE: -23

How did CCNC(=O)C12CCC(C)(c3nc4cc(C)c(C)cc4nc31)C2(C)C (stereo not drawn) do in these assays?
ERp5 block: 6; Xi reactivation: -1.3; INS-1E GSIS act: 23; EWS-Fli inh: 9; F508del corr: -1.4; ARNT TACC3 PPI: -1; PAX8 reporter: 24; DENV2 CPE: -3

How did Cc1cc(Br)c(NC(=O)c2ccccc2[N+](=O)[O-])cc1C do in these assays?
ERp5 block: 2; Xi reactivation: 0.0; INS-1E GSIS act: 13; EWS-Fli inh: 11; PAX8 reporter: 6; DENV2 CPE: 11

What do the screens show for `C[C@H]1CN([C@@H](C)CO)C(=O)Cc2cc(NC(=O)Cn3cnnn3)ccc2O[C@@H]1CN(C)C(=O)Nc1ccc(C(F)(F)F)cc1`?
ERp5 block: -5; Xi reactivation: -0.7; INS-1E GSIS act: -1; EWS-Fli inh: -6; F508del corr: 2.0; ARNT TACC3 PPI: 0; DENV2 CPE: -9

How did Cc1nn(Cc2ccc(F)cc2)c(C)c1NC(=O)CCCn1nc([N+](=O)[O-])cc1C do in these assays?
ERp5 block: 5; Xi reactivation: -0.2; INS-1E GSIS act: 12; EWS-Fli inh: 3; F508del corr: -0.4; ARNT TACC3 PPI: -2; PAX8 reporter: 5; DENV2 CPE: -3

How did O=C(C[C@H]1CC[C@H]2[C@@H](COC[C@@H](O)CN2S(=O)(=O)c2cccc(Cl)c2)O1)N1CCOCC1 do in these assays?
ERp5 block: 7; Xi reactivation: 0.2; INS-1E GSIS act: 10; EWS-Fli inh: -7; F508del corr: 0.2; ARNT TACC3 PPI: 2; PAX8 reporter: 7; DENV2 CPE: 2

How did COc1cc2ncnc(Nc3ccc4c(c3)OCO4)c2cc1OC do in these assays?
ERp5 block: 1; Xi reactivation: 0.1; INS-1E GSIS act: 8; EWS-Fli inh: 2; F508del corr: 0.2; ARNT TACC3 PPI: 10; PAX8 reporter: -29; DENV2 CPE: 1

Results for CC(=O)c1ccc(N2CCN(C(=S)Nc3cc(C)ccc3C)CC2)cc1 ?
ERp5 block: 0; Xi reactivation: 0.3; EWS-Fli inh: -27; ARNT TACC3 PPI: 2; PAX8 reporter: -22; DENV2 CPE: -1

What do the screens show for `CCN(CC)Cc1c(C(=O)N/N=C/c2cccnc2)nnn1-c1nonc1N`?
ERp5 block: 5; Xi reactivation: 0.0; INS-1E GSIS act: -2; EWS-Fli inh: -14; F508del corr: -0.8; ARNT TACC3 PPI: -10; PAX8 reporter: 13; DENV2 CPE: 4

What do the screens show for `CC(=O)c1cccc(NC(=O)C2CC(=O)N(c3ccc4c(c3)OCCO4)C2)c1` (stereo not drawn)?
ERp5 block: 0; Xi reactivation: -0.1; INS-1E GSIS act: 0; EWS-Fli inh: 0; F508del corr: 5.6; ARNT TACC3 PPI: -2; PAX8 reporter: -8; DENV2 CPE: inconclusive

How did COc1ccc(C2=C(SC)CC2=NC(C)(C)C)cc1 do in these assays?
Xi reactivation: -0.1; INS-1E GSIS act: -9; ARNT TACC3 PPI: -1; PAX8 reporter: -23

How did Cc1ccc2ccc[n+](Cc3ccccc3)c2c1 do in these assays?
ERp5 block: 1; Xi reactivation: -0.1; INS-1E GSIS act: -3; EWS-Fli inh: 12; F508del corr: 3.6; ARNT TACC3 PPI: -1; PAX8 reporter: 17; DENV2 CPE: inconclusive

Results for Clc1ccc(-c2cnc3ccccc3n2)cc1 ?
Xi reactivation: 0.1; INS-1E GSIS act: -28; ARNT TACC3 PPI: -6; PAX8 reporter: -148

How did O=C(N[C@@H]1CC[C@H](CC(=O)N2CCN(c3ccccc3)CC2)O[C@@H]1CO)c1ccccc1 do in these assays?
ERp5 block: -5; Xi reactivation: -0.6; INS-1E GSIS act: 17; EWS-Fli inh: 5; F508del corr: -0.8; ARNT TACC3 PPI: -10; PAX8 reporter: -5; DENV2 CPE: 1

Results for O=C(O)CCCC(=O)N1CCN(c2ncccn2)CC1 ?
ERp5 block: 8; Xi reactivation: 0.1; INS-1E GSIS act: 26; EWS-Fli inh: 3; F508del corr: -0.3; PAX8 reporter: 1; DENV2 CPE: -7

How did O=C1CN(C(=O)COC(=O)c2ccc(Cl)cc2)c2ccccc2N1 do in these assays?
ERp5 block: -10; Xi reactivation: 0.0; INS-1E GSIS act: 1; EWS-Fli inh: 0; F508del corr: 1.7; ARNT TACC3 PPI: -3; PAX8 reporter: -9; DENV2 CPE: -8

How did COc1ccc(CC(=O)OCC(=O)NCc2ccc3c(c2)OCO3)cc1OC do in these assays?
ERp5 block: -6; Xi reactivation: -0.1; INS-1E GSIS act: 15; EWS-Fli inh: 2; F508del corr: -2.3; ARNT TACC3 PPI: -3; PAX8 reporter: -10; DENV2 CPE: -5

How did CN1CCN(C(=O)/C(=C/c2ccc(N(C)C)cc2)NC(=O)c2ccccc2)CC1 do in these assays?
ERp5 block: -2; Xi reactivation: 0.0; INS-1E GSIS act: 9; EWS-Fli inh: 7; F508del corr: -1.5; ARNT TACC3 PPI: 0; PAX8 reporter: 10; DENV2 CPE: inconclusive
